Assay outcomes as filed in PubChem.
CHO-K1 Ca PAM = nonselective calcium activators in parental CHO-K1 cells, primary screen, counter-screen for M1 PAM project, cell-based, Fluo-8 calcium fluorescence, full deck, 1536-well. ATP EC20; 0% at ATP EC20, 100% at ATP max. activation, % at 3 µM. 360,000 tested, 0.02% active;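 active = activation above the run cutoff, the mean activation of all test compounds plus 3 SD, cut at about 40% in these data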;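 also: peak over basal fluorescence ratio in a 140 s read after ATP addition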
GPR7 antag = GPR7 receptor antagonists, primary screen, cell-based, fluorescence, single concentration | 290,000 tested, 1.1% active | GPR7-expressing cells, fluorescence antagonist assay | Neuropeptides B/W receptor type 1 (Homo sapiens), P48145 | inhibition, % at 4.4 µM; in the data active = inhibition above about 16%, passing the limit was not always enough;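 also: cells stimulated with the agonist NPW; 0% = agonist with vehicle and 100% = vehicle without agonist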
TAAR1 antag = human TAAR1 antagonists, primary screen, Fluo-8 calcium fluorescence, CHO RD-HGA16 cells | Trace amine-associated receptor 1 (Homo sapiens), Q96RJ0 | antagonist | inhibition, % at 3 µM | 360,000 tested, 1.5% active | AID 624466, 2012;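 active = inhibition above a per-plate cutoff, the mean inhibition of test compounds on that plate plus 3 SD, cut at about 49% in these data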;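 also: 0% = DMSO plus EC80 beta-PEA response and 100% = DMSO alone without agonist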
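Material: RD-HGA16 CHO cells with stable hTAAR1 and Gα16; Dosing: single nominal final test compound concentration of 3 µM; Schedule: seeding 17-24 h prior, 75-min 37 °C, 30-min RT dye loading; Detection: kinetic Fluo-8 calcium fluorescence measurement; Measure: % inhibition from peak post-agonist over basal fluorescence ratio; Benchmarks: vehicle and agonist controls.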
CHO-K1 Ca antag = counter-screen for M1 antagonists: effect in parental CHO-K1 cells. 360,000 tested, 0.6% active. ATP-induced calcium, Fluo-8 fluorescence. inhibition, % at 3 µM. AID 602250;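 active = inhibition above a per-plate cutoff, the plate's mean sample inhibition plus 3 SD, cut at about 24% in these data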;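 also: 0% = DMSO plus EC80 ATP and 100% = DMSO alone without ATP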
OXTR potentiator = human OXTR potentiators, primary screen, fluorescence, CHO-OTR cells, Fluo-8 calcium; AID 2445, 2010; Fluo-8 calcium fluorescence, potentiator mode; 0% = oxytocin EC15, 100% = EC100; 320,000 tested, 0.061% active; activation, % at 3 µM;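 active = activation above that plate's cutoff, the mean activation of tested compounds plus 3 SD, cut at about 6.6% in these data, passing the limit was not always enough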;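 also: 100% uses oxytocin at 75 nM as the full agonist control; some results filed as inactive read as strong as hits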
Target sequence (P30559 whole entry, looked up): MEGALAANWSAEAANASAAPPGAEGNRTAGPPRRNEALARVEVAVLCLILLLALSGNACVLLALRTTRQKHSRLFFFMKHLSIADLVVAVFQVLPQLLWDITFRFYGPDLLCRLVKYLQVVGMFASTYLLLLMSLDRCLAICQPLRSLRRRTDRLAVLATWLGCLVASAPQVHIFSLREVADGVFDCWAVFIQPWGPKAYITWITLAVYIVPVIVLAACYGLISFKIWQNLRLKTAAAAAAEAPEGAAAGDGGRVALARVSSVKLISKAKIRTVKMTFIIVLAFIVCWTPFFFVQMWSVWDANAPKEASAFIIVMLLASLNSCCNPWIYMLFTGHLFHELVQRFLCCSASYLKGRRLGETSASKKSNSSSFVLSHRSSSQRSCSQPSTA
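System: human OTR in CHO cells / Also added: sub-maximal oxytocin, roughly EC15 / Control set: EC15 oxytocin low, 75 nM oxytocin high / Schedule: 6 min compound pre-incubation at room temperature, 100 s kinetic read / Compound: single-point 3.0 µM / Replication: singlicate / Technique: Fluo-8 calcium dye fluorescence / Read-out basis: % activation of max/min ratio relative to oxytocin controls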
M1 ag parental = counter-screen for M1 agonists: effect in parental CHO-K1 cells; Fluo-8 calcium fluorescence; scaled to maximal ATP response, vehicle zero; activation, % at 3 µM; 360,000 tested, 0.48% active; in the data active = activation above about 15%;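 also: untransfected CHO-K1 host cells lacking M1 receptor as counterscreen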
V1aR counter = agonists of human V1a receptor, primary screen, counter-screen for OXTR agonist project, fluorescence, CHO-V1R cells | activation, % at 3 µM | 320,000 tested, 0.25% active | AID 2797, 2010 | Fluo-8 calcium fluorescence, agonist mode; 0% DMSO, 100% 3 nM vasopressin;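 active = activation above the mean activation of all tested compounds plus 3 SD, per screening run, cut at about 20% in these data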;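 also: signal is peak over basal fluorescence ratio across a 100 second FLIPR read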
Target sequence (P37288 whole entry, looked up): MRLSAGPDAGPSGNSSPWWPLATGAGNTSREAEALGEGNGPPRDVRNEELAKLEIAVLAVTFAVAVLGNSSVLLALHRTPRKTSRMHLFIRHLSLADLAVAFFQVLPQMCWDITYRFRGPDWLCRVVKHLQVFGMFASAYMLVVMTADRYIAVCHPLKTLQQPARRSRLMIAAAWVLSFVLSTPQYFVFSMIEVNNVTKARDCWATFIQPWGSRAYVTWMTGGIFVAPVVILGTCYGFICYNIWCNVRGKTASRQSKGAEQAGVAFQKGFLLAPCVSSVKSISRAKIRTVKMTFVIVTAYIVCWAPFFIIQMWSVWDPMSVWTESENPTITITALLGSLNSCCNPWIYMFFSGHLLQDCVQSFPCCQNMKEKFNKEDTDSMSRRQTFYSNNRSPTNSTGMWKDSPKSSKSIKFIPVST
CHO parental Ca = ATP-evoked calcium signal inhibitors, parental CHO, primary screen, counter-screen for OX1R antagonist project, cell-based, fluorescence, Fluo-8 calcium dye; parental CHO-K1, ATP-induced calcium, Fluo-8 fluorescence; inhibition, % at 5.6 µM; 330,000 tested, 0.63% active; AID 463079, 2010;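 active = inhibition above that plate's mean sample inhibition plus 3 SD, cut at about 26% in these data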;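 also: 0% = ATP-challenged DMSO wells and 100% = DMSO wells without ATP; some compounds past the cut are filed as inactive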
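Material – parental CHO cells · Reagent – ATP stimulus · Compound – single nominal dose of 5.6 µM per compound · Detection – Fluo-8 fluorescence · Read-out basis – percent inhibition of calcium signal · Controls – ATP-challenged DMSO wells low, unchallenged DMSO wells high · Repeats – no replicates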
OXTR ag = human OXTR agonists, primary screen, fluorescence, CHO-OTR cells, Fluo-8 calcium | Oxytocin receptor (Homo sapiens), P30559 | Fluo-8 calcium fluorescence; normalized: DMSO 0%, oxytocin 100% | activation, % at 3 µM | 320,000 tested, 0.32% active;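 active = activation above the mean of all tested compounds plus 3 SD, cutoff set per screening run, cut at about 20% in these data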;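 also: peak over basal fluorescence ratio from a 100 s FLIPR kinetic read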
Numbers without * were called inactive; / = not tested or not shown.

SMILES	CHO-K1 Ca PAM	GPR7 antag	TAAR1 antag	CHO-K1 Ca antag	OXTR potentiator	M1 ag parental	V1aR counter	CHO parental Ca	OXTR ag
Cc1ccc(C(=O)NCc2ccc(Cl)cc2)o1	25.1	-9.9	-11.3	-18.6	-12.5	0.8	0.7	-17.6	-1.5
CC(C)c1ccc(S(=O)(=O)N2CCN(C(=O)c3ccco3)CC2)cc1	-6.0	-8.2	-3.5	-5.5	-13.3	3.1	2.2	0.6	1.4
COC(=O)CN1C(=O)[C@H]2[C@@H](C3CC3)N3C(=O)CN(Cc4ccccn4)C(=O)[C@@]3(Cc3ccccc3)[C@H]2C1=O	-23.4	-5.1	-4.5	5.2	3.7	-0.8	-0.8	-21.2	-0.6
CCCCC(=O)Nc1ccc(C(=O)NNC(=O)CCCOc2ccc(Cl)cc2Cl)cc1	23.8	-11.0	8.3	-13.0	-2.4	2.0	4.7	1.1	1.3
COc1ccc(-c2cc(C(F)(F)F)nc(-n3ccnc3)n2)cc1	-10.8	-23.4	-28.8	0.1	1.3	0.4	0.9	-2.0	0.2
CC(=O)Oc1cccc(C(=O)Nc2cccc(C(=O)Nc3ccccc3C(=O)O)c2)c1	23.8	-16.7	-18.9	-11.1	-12.2	1.2	-0.4	12.9	-0.2
O=C(COc1ccc(C(=O)c2ccccc2)cc1)NCc1ccc(F)cc1	18.1	-10.6	5.8	-1.4	-2.1	4.5	4.4	-13.9	1.9
COC(=O)c1ccc(S(=O)(=O)NC(C)(C)C)n1C	10.4	8.4	-0.5	-11.1	-1.4	0.9	0.5	4.5	0.9
CCC(C)[C@H](NC(=O)N1CC(=O)Nc2ccccc21)C(=O)N[C@H](Cc1c[nH]c2ccccc12)C(=O)O (stereo partly drawn)	9.5	-5.9	6.3	-2.7	1.4	0.3	0.6	-7.7	0.1
NNc1ccc(S(=O)(=O)N2CCCCC2)cn1	8.1	-0.3	-26.1	-6.4	-2.8	-0.8	-0.8	-15.5	-0.4
O=c1oc2ccc(Cl)cc2nc1/C=C(\O)c1cccs1	4.6	-5.5	-18.9	1.8	-1.7	0.9	3.4	-1.0	2.1
Cc1ccc(C(=O)CSc2nnc(C3CC3)n2C2CC2)s1	9.0	/	-10.6	-9.5	-2.6	0.1	0.4	-15.8	-0.1
CC1(C)C[C@H]2C3=CCC4[C@@]5(C)CC[C@H](O)[C@@](C)(CO)C5CC[C@@]4(C)[C@]3(C)C[C@@H](O)[C@@]2(CO)[C@@H](O)[C@@H]1O (stereo partly drawn)	10.2	/	2.4	-6.3	8.4	-0.1	1.3	-2.2	1.1
Cn1cc(CN2CCCC(CO)C2)c(-c2ccc(Oc3ccccc3)cc2)n1 (stereo not drawn)	4.5	-4.2	-6.6	-1.8	-3.1	0.4	0.3	-13.2	2.2
CCOC(=O)c1ccccc1NC(=O)c1cn(-c2ccc(OC)cc2)c(=O)c2ccccc12	21.4	-0.3	23.2	3.4	-5.7	1.2	0.0	-19.0	-1.8
COc1ccc(Br)cc1CNC(=O)CN1C(=O)C(c2ccccc2)Oc2cccnc21 (stereo not drawn)	4.8	5.9	-13.6	-12.6	-9.8	1.2	0.5	-1.6	-0.6
CCOC(=O)COc1cc(-n2c(=S)[nH]c3ccccc3c2=O)c(Cl)cc1Cl	-15.2	-2.2	18.9	15.7	-4.9	0.1	3.6	-19.9	2.0
COc1cc(/C=C/C(=O)NCCN2CCOCC2)cc(OC)c1OC	-7.7	-2.5	-13.0	-9.4	-0.8	0.2	0.0	-8.1	1.1
Nc1nc(SCC(=O)NC2CCCCCC2)[nH]c(=O)c1-c1ccccc1	0.1	-11.1	9.9	-1.3	-7.2	-0.1	2.1	-11.0	1.5
CC(C)c1ccc(NC(=S)Nc2cccc3ccccc23)cc1	18.1	-18.6	-1.3	-5.7	0.2	1.5	-0.2	-7.6	-1.1
N#CCC(=O)N/N=C\c1ccc(OC/C=C/c2ccccc2)cc1	-12.8	-8.0	2.0	6.3	1.9	0.0	0.9	-5.5	-0.2
CC(C)OC(=O)c1cc2c(ccn2C)n1CC(=O)N1CCC(Cc2ccccc2)CC1	-16.9	-4.9	4.7	-1.5	-10.2	0.4	-0.9	-20.8	-2.7
O=C(NCc1cccc(CNC(=O)C(=O)NCc2ccco2)c1)C(=O)NCc1ccco1	19.8	-0.9	-11.4	-7.8	-3.6	1.0	0.0	32.5*	-1.7
O=C(O)CSCNC(=O)C12CC3CC(CC(C3)C1)C2	16.4	-0.1	-3.2	-7.5	3.2	0.6	0.6	-0.1	0.5
CCN(CC(=O)Nc1ccc(OC)cc1)C(=O)Cc1ccsc1	11.8	/	10.1	-17.3	-0.4	-0.2	0.6	-10.2	-0.2
COc1ccc(CNc2cccnc2Cl)cc1	8.1	/	17.4	-13.1	/	2.8	/	/	/
CCOCC(=O)N(CC)Cc1ccccc1	-13.9	-7.7	11.2	17.4	-7.8	0.0	-0.7	-0.1	-0.1
Cc1c(C(=O)OCC(=O)N(C)CC(=O)Nc2ccc(F)cc2)oc2ccccc12	-6.1	/	-11.8	-4.4	1.9	0.0	3.2	-15.1	1.1
Cc1ccc(Cl)cc1N(CC(=O)NCc1ccc2c(c1)OCO2)S(C)(=O)=O	-12.4	-12.0	22.0	8.4	-25.5	0.3	-0.9	-13.3	-0.4
Cc1cc(OC(C)C(=O)N(Cc2ccco2)C2CCS(=O)(=O)C2)cc(C)c1Cl (stereo not drawn)	1.4	10.7	/	9.5	-7.1	-0.3	2.4	-6.6	0.9
O=C(N/N=C/c1ccccc1C(=O)O)c1ccccc1Br	12.1	-7.4	-14.6	-10.7	-2.9	0.8	0.8	-16.6	-0.7
COC(=O)c1ccccc1NC(=S)N1CCN(c2ccccn2)CC1	24.8	1.2	-2.9	-14.7	-5.8	1.0	-0.3	-11.1	0.0
COc1ccc(CN(C(=S)Nc2ccccc2)C2CC(=O)N(c3ccc(Cl)cc3)C2=O)cc1 (stereo not drawn)	-5.7	2.1	20.1	-0.7	-15.1	0.4	2.8	-9.4	3.1
O=C(Nc1c(C(=O)Nc2cccc3ccccc23)cnn1-c1ccccc1)c1ccco1	13.5	-7.0	25.1	-7.1	-8.6	2.6	2.6	-37.2	-0.2
Cc1cc(NC(=O)c2ccc(Br)cc2)nc(C)n1	16.6	9.0	-9.2	-4.6	-2.8	0.5	-0.5	-18.0	-2.6
Cc1ccsc1/C=C1\Oc2cc(OCC(=O)c3ccccc3)ccc2C1=O	24.3	-1.8	23.5	-10.6	-2.1	0.8	1.3	-5.2	-0.7
O=C(CCCn1c(=S)[nH]c2ccc(Br)cc2c1=O)N1CCN(c2ccccn2)CC1	-8.0	-6.3	43.4	7.7	-5.5	-0.3	0.0	-19.9	-0.9
CCCCn1c(SCC(=O)Nc2cc(C(F)(F)F)ccc2Cl)nnc1C(CC)N(C)C (stereo not drawn)	4.5	2.4	-3.4	-0.5	-8.7	-0.1	2.2	-10.0	0.4
COc1ccc(C(=O)Nc2ccc(S(=O)(=O)Nc3onc(C)c3C)cc2)cc1OC	12.3	1.9	11.6	-2.9	7.7	0.1	1.9	-6.4	0.6
O=C(Nc1nnc(C2CC2)s1)c1cccc(S(=O)(=O)N2CC(c3ccccc3)CC2=O)c1 (stereo not drawn)	2.3	-11.7	-10.6	5.6	-6.4	-0.4	1.3	-18.1	0.3

Whole records, looked up by structure:
O=C(Nc1c(C(=O)Nc2cccc3ccccc23)cnn1-c1ccccc1)c1ccco1 across the screens: CHO-K1 Ca PAM: 13.5; GPR7 antag: -7.0; TAAR1 antag: 25.1; CHO-K1 Ca antag: -7.1; OXTR potentiator: -8.6; M1 ag parental: 2.6; V1aR counter: 2.6; CHO parental Ca: -37.2; OXTR ag: -0.2
CCOCC(=O)N(CC)Cc1ccccc1 across the screens: CHO-K1 Ca PAM: -13.9; GPR7 antag: -7.7; TAAR1 antag: 11.2; CHO-K1 Ca antag: 17.4; OXTR potentiator: -7.8; M1 ag parental: 0.0; V1aR counter: -0.7; CHO parental Ca: -0.1; OXTR ag: -0.1
O=C(CCCn1c(=S)[nH]c2ccc(Br)cc2c1=O)N1CCN(c2ccccn2)CC1 across the screens: CHO-K1 Ca PAM: -8.0; GPR7 antag: -6.3; TAAR1 antag: 43.4; CHO-K1 Ca antag: 7.7; OXTR potentiator: -5.5; M1 ag parental: -0.3; V1aR counter: 0.0; CHO parental Ca: -19.9; OXTR ag: -0.9

Carrying on:
SMILES	CHO-K1 Ca PAM	GPR7 antag	TAAR1 antag	CHO-K1 Ca antag	OXTR potentiator	M1 ag parental	V1aR counter	CHO parental Ca	OXTR ag
CO/N=C(/CNC(=O)c1ccc(Cl)cc1Cl)c1ccc(Cl)cc1	9.7	-9.9	-20.9	-6.9	5.7	0.3	-1.1	-19.4	-1.5
O=C(OCCCOC(=O)c1cc[n+]([O-])cc1)c1cc[n+]([O-])cc1	-19.9	-15.6	-11.8	7.3	-4.3	0.0	0.8	-5.4	0.7
Cc1cc(Sc2nc(N(C)C)nc(N(C)C)n2)nc(Cl)n1	12.5	-14.2	-24.0	-16.1	5.2	-0.1	-0.8	-6.3	-1.7
Nc1ccc(S(=O)(=O)Nc2cc(Cl)c(N)c(Cl)c2)cc1	6.3	/	6.8	0.2	/	0.3	/	/	/
COc1cccc(NC(=O)c2cccc(C)c2[N+](=O)[O-])c1	9.2	-1.5	-4.8	-2.9	-6.1	-0.2	0.9	-8.5	-1.0
COCCCNC(=O)CC(NS(=O)(=O)c1ccc(Cl)cc1)c1ccco1 (stereo not drawn)	15.3	-10.5	-34.8	-1.2	-2.1	0.1	-0.3	-11.5	0.8
CCOc1ccc(C(=O)NCC(=O)OCc2csc(-c3ccccc3)n2)cc1	-6.6	-7.9	-2.2	4.3	-14.4	0.4	-0.5	-16.5	-1.5
O=C(CN(C(=O)c1csnn1)c1ccc(F)c(Cl)c1)NC1CCCCC1	12.7	3.8	-6.4	-5.3	-4.1	1.4	-0.2	-4.6	1.0
COC(=O)c1cc(C(=O)OC)n(Cc2ccc(F)cc2)n1	12.8	-12.3	-3.5	-4.2	5.5	-0.5	0.0	-6.2	-0.2
COc1cc(-c2nc3ccccn3c2N)ccc1O	3.3	4.0	2.7	-9.5	-10.5	-0.3	-0.2	-11.0	-1.1
CN1CCN(C(=O)c2ccc(CS(=O)Cc3ccc(Cl)cc3)o2)CC1 (stereo not drawn)	-0.6	-10.1	-15.4	-6.0	-1.7	0.4	0.4	-0.4	-0.2
